Screens (PubChem BioAssay)
IMPase inh: qHTS Assay for Identifying the Cell-Membrane Permeable IMPase Inhibitors | inhibition (IP1 accumulation), % at 46.1 µM | 120,000 tested, under 10 active | Inositol monophosphatase 1 (Rattus norvegicus), P97697 | CHO-M1 cells, IP1 accumulation, HTRF TR-FRET ratio; active = well fitted curve in the direction sought with a large enough effect in the signal ratio, not every such curve was filed as active; inconclusive = small, poorly fitted or top-dose-only effect, or a change in a side signal; inactive = no such curve, though single readings can be large or run the other way; the % refers to the signal ratio;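 also: cells stimulated with carbachol in lithium chloride buffer; plate controls were DMSO basal wells for no effect and reference inhibitor wells for full effect; higher means more IMPase inhibition seen as more IP1 and lower FRET ratio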
Target sequence (P97697 whole entry, looked up): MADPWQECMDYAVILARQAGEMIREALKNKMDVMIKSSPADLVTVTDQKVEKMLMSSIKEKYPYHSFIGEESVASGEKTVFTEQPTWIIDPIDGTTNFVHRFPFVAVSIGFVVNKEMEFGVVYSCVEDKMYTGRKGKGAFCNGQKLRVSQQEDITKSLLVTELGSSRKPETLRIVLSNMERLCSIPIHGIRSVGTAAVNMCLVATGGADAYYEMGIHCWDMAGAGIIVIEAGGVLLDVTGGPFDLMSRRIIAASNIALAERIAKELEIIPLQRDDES
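CHO-M1 cells (CHO stably expressing M1 receptor), compound up to 46 uM final, stimulated with carbachol (50 uM as added) in buffer with 50mM LiCl, pH 7.4, 30 min at 37C. Cytosolic IP1 read by TR-FRET; AC50 from Hill fits.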
15-hLO-2 inh: qHTS Assay for Inhibitors of 15-hLO-2 (15-human lipoxygenase 2); Potency, µM (highest dose often 57.1 µM), for inactives: at the highest dose activity change, negative = inhibition, usual class: inhibitors; AID 881, 2007; hit rate 0.56% among 110,000; Polyunsaturated fatty acid lipoxygenase ALOX15B (Homo sapiens), O15296; purified 15hLO-2, xylenol orange hydroperoxide absorbance; also: potency is read from the fitted curve at half-maximal effect; nearly all actives have a fitted effect of over 60% in size; many of its hits are not listed in these tables
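Read-out: hydroperoxide product oxidises ferrous iron, measured as xylenol orange complex via the 573-to-405 nm absorbance ratio after 30 min. Reaction: 50 nM enzyme, 15 min compound preincubation, 45 uM arachidonic acid, 90 min RT, Hepes pH 7.5 with Triton X-100.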
PNC inhibitor: High Content Assay for Compounds that inhibit the Assembly of the Perinucleolar Compartment | AID 2417, 2010 | activity change (PNC), negative = inhibition, % at 10 µM | hit rate 3.1% among 140,000 | PC3M PTB-GFP, PNC prevalence imaging, 16 h; hits give low values;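 active = readout at or below -70, meaning at least 70% loss of cells showing the perinucleolar compartment, a nuclear body marking cancer cells; inconclusive = readout between -30 and a set limit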;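 also: plate controls were DMSO wells for no effect and camptothecin positive control wells for full effect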
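Compounds are pinned in duplicate onto adhered PC3M cells stably expressing GFP-tagged PTB and incubated 16 h at 37 C. Cells are then fixed, nuclei stained with Hoechst, and PNC-positive cells counted.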
ALOX12 inhib: qHTS Assay for Inhibitors of 12-hLO (12-human lipoxygenase); Polyunsaturated fatty acid lipoxygenase ALOX12 (Homo sapiens), P18054; purified 12-hLO, xylenol orange hydroperoxide absorbance; Potency, µM (doses to about 57.1 µM), inactives show at the top dose activity change, negative = inhibition, hits mostly inhibitors; hit rate 0.12% among 150,000; AID 1452, 2008; also: potency is read from the fitted curve at half-maximal effect; nearly all actives have a fitted effect of over 55% in size; many of its hits are not listed in these tables
Target sequence (P18054 whole entry, looked up): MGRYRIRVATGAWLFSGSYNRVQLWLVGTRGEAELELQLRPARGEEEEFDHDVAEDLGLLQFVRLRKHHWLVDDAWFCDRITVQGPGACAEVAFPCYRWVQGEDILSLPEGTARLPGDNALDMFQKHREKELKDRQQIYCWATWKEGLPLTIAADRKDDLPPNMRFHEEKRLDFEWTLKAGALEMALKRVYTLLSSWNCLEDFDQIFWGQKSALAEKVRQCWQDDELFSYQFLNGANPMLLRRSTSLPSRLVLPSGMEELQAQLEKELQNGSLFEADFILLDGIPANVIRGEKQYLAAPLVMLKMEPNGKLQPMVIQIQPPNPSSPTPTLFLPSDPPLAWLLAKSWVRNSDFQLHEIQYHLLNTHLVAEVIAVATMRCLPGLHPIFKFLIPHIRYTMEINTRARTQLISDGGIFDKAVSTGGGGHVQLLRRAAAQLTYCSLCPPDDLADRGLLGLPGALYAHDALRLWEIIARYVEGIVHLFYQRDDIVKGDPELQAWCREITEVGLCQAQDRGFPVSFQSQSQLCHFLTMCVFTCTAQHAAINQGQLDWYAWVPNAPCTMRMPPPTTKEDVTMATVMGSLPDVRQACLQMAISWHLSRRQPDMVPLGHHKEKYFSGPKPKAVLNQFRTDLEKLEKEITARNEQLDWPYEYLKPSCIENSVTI
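Purified human 12hLO (150 nM), preincubated 15 min with compound, then 40 uM arachidonic acid for 30 min, room temperature, Hepes pH 7.0 with 0.01% Triton X-100. Hydroperoxide detected by ferrous iron/xylenol orange; 573/405 nm absorbance ratio gives reaction progress.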
The depositor's hits bear a star; ? = inconclusive; . = no result given; & = joins results of further samples; [ ] = another dose, or the depositor's remark. Unless noted, calls follow the shape of the dose curve; as a rule, active = well fitted curve in the direction sought with a large enough effect; inconclusive = small, poorly fitted or top-dose-only effect, or another doubt; inactive = no such curve, though single readings can be large; an effect the other way counts as inactive or inconclusive. Unless noted, % is scaled to controls: 0 for no effect and ±100 for the full control effect.

item | canonical_smiles | IMPase inh | 15-hLO-2 inh | PNC inhibitor | ALOX12 inhib
1 | S=c1nc(-c2ccco2)[nH][nH]1 | 7 | -17% | 16 | -10%
2 | Cc1nn(-c2cc(N3CCCCC3)ccc2N)c(=O)c2ccccc12 | 0 | . | -119* | -2%
3 | CCOc1ccc(-c2n[nH]c(C(=O)NN)c2C)cc1 | . | . | -8 | -1%
4 | O=C(c1cc([N+](=O)[O-])ccc1N1CCCCC1)N1CCCC1 | . | . | ? | -8%
5 | O=C(O)c1ccc(Cn2cc(Cl)cn2)cc1 | 5 | 0% | 10 | 3%
6 | O=C(c1cc(C2CC2)on1)N1CCN(c2ccccc2)CC1 | 12 | 4% | 10 | -8%
7 | CC(=O)Nc1cccc(NC(=O)CSc2nnnn2Cc2ccccc2)c1 | -19 | -9% | 18 | -4%
8 | CCS(=O)(=O)n1nc(-c2ccc(C)cc2)nc1N | 4 | 0% | 0 | 0%
9 | OCCNCCO | . | 3% | . | -4%
10 | CCOC(=O)c1nn(-c2ccc3c(c2)CCN3C(C)=O)cc1O | -17 | -9% | -29 | -3%
11 | COCCn1cc(C(=O)N2CCCC(C)C2)c2c3ccccc3n(C)c2c1=O (configuration not stated) | -2 | -6% | -1 | -6%
12 | Cc1cc(C)c2cc(C(c3nnnn3C3CCCC3)N3CCOCC3)c(=O)[nH]c2c1 (configuration not stated) | 8 | 9% | -6 | 3%
13 | O=c1c2ccccc2ncn1Cc1nc2ccccc2s1 | -4 | 1% | -7 | -6%
14 | COC(=O)c1ccc(C23CC4(C2)[C@H](CN(CC2CCCCC2)[C@@H]4c2ccccc2)C3c2ccc(Cl)nc2)cc1 (some centres not stated) | . | 18% | . | -4%
15 | O=C(NCCO)c1c(O)c2cccc3c2n(c1=O)CC3 | -3 | 2% | 35 | -11%
16 | COc1ccc2[nH]cc(CCNc3nc(-c4ccoc4)nc4ccccc34)c2c1 | . | 20% | . | -9%
17 | COc1cc(NC(=S)NN2CCN(C)CC2)cc(OC)c1 | 6 | -1% | ? | 0%
18 | COc1cc(OC)cc(C(=O)Nn2cc(C(=O)Nc3ccccc3F)c3ccccc3c2=O)c1 | . | . | -12 | -3%
19 | COCCCn1c(SCC(=O)N2CCCC(C)C2)nnc1-c1ccco1 (configuration not stated) | -4 | 0% | 48 | -1%
20 | O=C(Cn1nc(Cc2cccnc2)c2ccccc2c1=O)NCCCN1CCCC1=O | 1 | -3% | ? | -3%
21 | O=C(c1ccc2c(c1)OCO2)N1CCc2ccccc2C1 | 5 | -6% | -21 | -10%
22 | CCCCCCCOc1ccc(OC(=O)c2ccncc2)cc1 | -11 | 5% | 11 | 2%
23 | CC(C)(O)C#CC#CCN1CCOCC1 | -9 | 4% | -20 | 5%
24 | Cc1c(Cl)ccc2c1NC(=O)[C@]21[C@@H]2C(=O)N(Cc3ccccc3)C(=O)[C@@H]2[C@@H]2CCCN21 | -8 | -29% | -127* | -29%
25 | CC(C)N(C)NC(=S)Nc1ccccc1 | . | . | ? | 1%
26 | Cc1cc(C)n(S(=O)(=O)c2cc(Cl)ccc2Cl)n1 | ? | -6% | 46 | -20%
27 | CC(C)c1ccc(/C=N/Nc2cc(N3CCOCC3)nc(N3CCOCC3)n2)cc1 | . | . | -26 | 7%
28 | Cc1ccc(N2C(=O)c3ccc(C(=O)Nc4cccnc4)cc3C2=O)c(C)c1 | 6 | 11% | -29 | -2%
29 | CC(=O)c1c(C)nn(C(=O)c2cccs2)c1C | -2 | -3% | 12 | -4%
30 | COc1ccc(C(C(=O)NC2CCCC2)N(C(=O)c2ccco2)c2ccc(OC)c(OC)c2)cc1 (configuration not stated) | -1 | . | 162 | 1%

Structural class, those above with a Cl atom.
item | canonical_smiles | IMPase inh | 15-hLO-2 inh | PNC inhibitor | ALOX12 inhib
5 | O=C(O)c1ccc(Cn2cc(Cl)cn2)cc1 | 5 | 0% | 10 | 3%
14 | COC(=O)c1ccc(C23CC4(C2)[C@H](CN(CC2CCCCC2)[C@@H]4c2ccccc2)C3c2ccc(Cl)nc2)cc1 (some centres not stated) | . | 18% | . | -4%
24 | Cc1c(Cl)ccc2c1NC(=O)[C@]21[C@@H]2C(=O)N(Cc3ccccc3)C(=O)[C@@H]2[C@@H]2CCCN21 | -8 | -29% | -127* | -29%
26 | Cc1cc(C)n(S(=O)(=O)c2cc(Cl)ccc2Cl)n1 | ? | -6% | 46 | -20%

Other structures
item | canonical_smiles | IMPase inh | 15-hLO-2 inh | PNC inhibitor | ALOX12 inhib
31 | CCc1c(C)c(C#N)c2nc3ccccc3n2c1Nc1c(C)n(C)n(-c2ccccc2)c1=O | 10 | -20% | 62 | -5%
32 | CC(C)CN(C(=O)COC(=O)CCc1c[nH]c2ccccc12)C1CCS(=O)(=O)C1 (configuration not stated) | ? | -8% | ? | -2%
33 | COc1cc2c(cc1OC)CN(CC(=O)Nc1ccccc1C#N)CC2 | 7 | 0% | ? | 4%
34 | CC(C)N1CC=C2C(C#N)=C(N)C(C#N)(C#N)C(c3ccccc3)C2C1 (configuration not stated) | -1 | 16% | -107* | -19%
35 | C=C(C)C1CC=C(C)/C(=N/NC(=O)COc2cccc(C)c2)C1 (configuration not stated) | 6 | . | 60 | 3%
36 | Cc1nccn1-c1ncnc2sc3c(c12)CCCC3 | -2 | -3% | -29 | -8%
37 | Cc1cccn2cc(CSc3ccccc3N)nc12 | 1 | 4% | -12 | 5%
38 | O=C1c2ccccc2C(=O)N1CC1c2ccccc2CCN1S(=O)(=O)c1ccccc1 (configuration not stated) | 9 | 1% | -14 | -3%
39 | Cc1ccc2cc(C)c(N3CCN(c4ccccn4)CC3)nc2c1 | 3 | 34%[activator] | -21 | 3%
40 | CC(C)CCNC(=O)CN(C(=O)Cn1nnc(-c2ccc(F)cc2)n1)C1CCCC1 | 4 | 4% | 15 | -3%
41 | O=C(c1ccccc1)N(Cc1cccnc1)C1(C(=O)Nc2ccccc2)CCCCC1 | . | . | -110* | 1%
42 | COc1ccc([N+](=O)[O-])cc1NC(=O)CSc1ccccc1 | 3 | -15% | ? | -10%
43 | COc1ccc2c(c1)[nH]c1c(=O)n(Cc3ccccn3)cnc12 | 5 | -3% | 12 | -6%
44 | Fc1ccc(CNC(=S)Nc2cccc(C(F)(F)F)c2)cc1 | . | . | 27 | -16%
45 | Cc1oc(-c2ccccc2F)nc1CS(=O)(=O)CC(=O)N1CCCCCC1 | -8 | -3% | ? | 5%
46 | COc1cccc(C(=O)/C=C/Nc2ccc(S(=O)(=O)Nc3cnc4ccccc4n3)cc2)c1 | -2 | . | ? | 0%
47 | Cn1c(/C=C/c2ccc([N+](=O)[O-])o2)nc2ccccc2c1=O | 6 | -29% | ? | -6%
48 | CCn1c(SCC(=O)Nc2ccc3c(c2)OCCO3)nnc1-c1ccccn1 | 1 | -3% | -29 | -2%
49 | Oc1cccc(/C=N/Nc2cc(N3CCOCC3)nc(N3CCOCC3)n2)c1 | . | . | -4 | -6%
50 | Cc1ccc2nc(-c3cccnc3)c(NC3CCCC3)n2c1 | . | . | 17 | 7%
51 | CSc1nnc(-c2ccccc2)c(=O)[nH]1 | -2 | 2% | 26 | -2%
52 | COc1cc(/C=N/NC(=S)NC(C)C)ccc1OCC(=O)Nc1c(C)cc(C)cc1C | . | . | 60 | -4%
53 | CC1=NNC(=O)C1CCC(=O)N/N=C/C=C/c1ccccc1 (configuration not stated) | 8 | . | 7 | 5%
54 | C=CCn1c(SCC(=O)NCc2ccc3c(c2)OCO3)nnc1C1CCCCC1 | 2 | 6% | 26 | -5%
55 | Cc1ccc(SCN2CCCCC2)cc1 (tested in a mixture with another compound) | . | -10%[11.4 µM] | . | -22%[11.4 µM]
56 | COc1cc(C(=O)Oc2cc(C)cc(C)c2)cc(OC)c1OC | 12 | . | -17 | 4%
57 | CC(NCCc1ccc(O)cc1)C(O)c1ccc(O)cc1 (configuration not stated) | . | 14% | -4 | -1%&5%
58 | CCN(CC)c1ccc(-c2nc3cnccn3c2NC2CCCC2)cc1 | 0 | 10% | 48 | -8%
59 | CC1=C(C(=O)Nc2ccccc2)C(c2ccc(C)cc2)N=C(Nc2nc3ccccc3o2)N1 (configuration not stated) | 5 | 6% | 14 | -18%
60 | O=C(CCN1CCCC1Cc1ccccc1)c1ccc2c(c1)OCCO2 (configuration not stated) | 4 | -9% | 30 | -5%
61 | O=C(c1cnn2c(C(F)F)cc(-c3ccccc3)nc12)N1CCN2CCCC2C1 (configuration not stated) | 11 | 1% | 21 | 0%
62 | Cc1cc(C)c(C#N)c(N2CCCC(C(N)=O)C2)n1 (configuration not stated) | 3 | -3% | -18 | -6%
63 | O=C(CNS(=O)(=O)c1ccc(Br)s1)N1CCN(c2ncccn2)CC1 | 1 | 5% | 18 | -2%
64 | CCOC(=O)c1c(NCc2ccc3c(c2)OCO3)c2ccccc2[nH]c1=O | -6 | -1% | 4 | -1%
65 | CCOc1ccc(-c2c(C(=O)N/N=C/c3ccc(OC)cc3)nnn2-c2nonc2N)cc1 | . | . | 32 | 0%
66 | Cc1cc(C)c(NC(=O)CN2C(=O)NC3(CCCCC3)C2=O)c(Cl)c1 | -5 | -5% | -13 | -4%
67 | CCc1ccc(NC(=O)c2cnn(-c3ccccc3)c2C)cc1 | . | . | 41 | 2%
68 | Cc1ccc(CNC(=O)CCNS(=O)(=O)c2cccs2)cc1 | . | . | 20 | 0%
69 | CCOC(=O)c1c(C)nc2sc3c(c2c1-c1ccc(OC)cc1)NC(c1ccccc1)NC3=O (configuration not stated) | -1 | -6% | -83* | -8%
70 | CCCCC(=O)Nc1cccc(NC(=O)C(C)C)c1 | -2 | -5% | 52 | 0%
71 | O=C(Nc1ccccc1)N1CCC2(CCNCC2)CC1 | . | 11% | . | 0%
72 | Cc1ccc2nc(SCC(=O)Nc3ccc(C)c([N+](=O)[O-])c3)[nH]c2c1 | -8 | . | -13 | -1%
73 | CCOC(=O)c1ncn2c1CN(C)C(=O)c1cc(F)ccc1-2 | -4 | 4%[0.0915 µM] | -3 | -4%[0.00818 µM]
74 | COc1ccc(/C=C2/C(=O)N=C3SCCN32)cc1 | 1 | -11% | 6 | -13%
75 | CCC1=C2CC[C@H]3C(=O)N(C)C(=O)[C@H]3[C@H]2[C@@]2(C)C(=NCc3ccccc3)OC(=O)N2C1=O | . | 8% | . | -4%
76 | Cc1ccc(C)c(N2CCN(S(=O)(=O)c3ccc4c(c3)CCN4C(=O)CCC(=O)O)CC2)c1 | 2 | -1% | 9 | 0%
77 | Cc1nc(CS(=O)(=O)c2ccc(Cl)cc2)cc(N2CCOCC2)n1 | 0 | . | 40 | 7%
78 | CCOC(=O)c1c(C)[nH]c(C)c1C(=O)CSc1nnc(-c2ccncc2)n1Cc1ccccc1 | 2 | 1% | -10 | 8%
79 | CC(C)N1C(=O)CC(Nc2ccc(N3CCOCC3)cc2)C1=O (configuration not stated) | 5 | 25µM* | 16 | ?
80 | Cc1cc(C)c(S(=O)(=O)N2CCN(c3nc4c(c(=O)n(C)c(=O)n4C)n3C)CC2)c(C)c1 | 7 | -2% | ? | 6%
81 | Cc1noc(C)c1S(=O)(=O)N(C)CC(=O)NCc1ccccc1 | 2 | 7% | ? | -1%
82 | N/C(COc1ccc(C(=O)O)cc1)=N\O | -7 | -7% | 34 | 1%
83 | Cc1cc(OCCN2CCOCC2)ccc1[N+](=O)[O-] | -1 | . | 24 | 2%
84 | CCN1CCN(C(c2cccs2)C(C)NC(=O)c2cccc(OC)c2OC)CC1 (configuration not stated) | 7 | 10% | ? | 4%
85 | O=C(Oc1ccc(-c2ccccc2)cc1)N1CCCCC1 | 19 | 1% | -20 | -7%

The list is partial; rates above refer to the full screens.
